# BRCA1 expr up = BRCA1 expression activation. MCF7-BRCA1-FFLuc reporter, luminescence, 48 h; response scale: scaled: vehicle 0%, 10 µM genistein 100%. Potency, µM (top dose mostly 46.1 µM), for the others: at the top dose activation, hits mostly activators. 380,000 compounds, 1.1% hits. AID 624202; active = well fitted activation curve with a large enough effect; inconclusive = small, poorly fitted or top-dose-only effect; inactive = no such curve, though single readings can be large or run the other way; note: nearly all actives have a fitted effect of over 80% in size; some results filed as inactive show a strong effect at the top dose
#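 First, MCF7-BRCA1-FFLuc cells (2000/well) attach for 2 h; next, compounds are pin-added and incubated 48 h at 37 °C; finally, luciferase reagent is added and luminescence read after 15 min.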
# Active calls of the source: *; u = inconclusive; [ ] = another dose, or the depositor's remark. Potency is the fitted concentration of half-maximal effect.
item	canonical_smiles	BRCA1 expr up
1	CCC1NC(=O)c2cc3ccccc3cc2-n2c1nc1cc(C)cc(C)c1c2=O (stereo not drawn)	-7%
2	O=C(Nc1ccccc1)c1cc(C2CCCCN2C(=O)CCc2ccccc2)on1 (stereo not drawn)	6%
3	CSc1ccc(C(O)c2ncc(-c3cccc(F)c3)[nH]2)cc1 (stereo not drawn)	-5%
4	CC1(C)CC(=O)C=C(c2ccccc2-c2ccc3cc[nH]c3c2)C1=O	0%
5	CN1CCN(C(=O)OC2CC3CC2[C@H]2CCCCN2C3=O)CC1 (stereo partly drawn)	-2%
6	O=C(Nc1ccc2c(c1)OCCO2)C(c1ccnc2ccccc12)N1CCN(c2ccc(C(F)(F)F)cn2)CC1 (stereo not drawn)	-2%
7	COc1ccc(C(O)c2ncc(-c3ccc(Cl)cc3)[nH]2)cc1 (stereo not drawn)	-1%
8	COc1ccc(-c2ccc(C(=O)NCc3ccccc3)c3occc23)c(C)c1	31%
9	COc1cc(-c2coc3c(C(=O)NC4CCCCC4)cccc23)ccc1O	-4%
10	O=C(NCc1ccccc1Cl)c1csc([C@@H]2C[C@H](O)[C@@H](CO)O2)n1	3%
11	CC(=O)c1ccc(-c2c(CCO)sc3ccccc23)cc1	64%
12	COc1ccc(-c2cc3nc(NCc4ccc(NC(C)=O)cc4)n(C)c(=O)c3s2)cc1OC	3%
13	C[C@H](CO)N1C[C@H](C)[C@@H](CN(C)C(=O)c2ccc3c(c2)OCO3)Oc2cc(/C=C/c3ccccc3)ccc2S1(=O)=O	-46%
14	OC(c1ccccc1)c1nc(/C=C/c2ccc(C(F)(F)F)cc2)cs1 (stereo not drawn)	-8%
15	O=C(Nc1cccc2[nH]c([C@H]3C[C@H](O)[C@@H](CO)O3)nc12)NC(c1ccccc1)c1ccccc1	1%
16	CSc1ncnc2c1ncn2CCCNCc1ccccn1	9%
17	COc1cc(/C=C/c2ccc3ccccc3[n+]2C)cc(OC)c1OC	-24%
18	O=c1c2c(-c3ccccc3)csc2ncn1/N=C/c1cn(-c2ccccc2)nc1-c1cccs1	3%
19	Cc1nc(NC(=O)c2ccccc2)sc1-c1cc(C(=O)O)nn1Cc1ccccc1	2%
20	O=C(Nc1ccc(C(O)c2ccccc2)cc1)[C@H]1C[C@H](O)[C@@H](CO)O1 (stereo partly drawn)	3%
21	CC(C)C[C@H]1CN(CCCC[C@H]2CNC(=O)C(=O)N2CC2CCCCC2)C(=O)C(=O)N1CCc1ccccc1	-13%
22	CCCCN1CC(N2CCN(C)CC2)CS1(=O)=O (stereo not drawn)	0%
23	O=C(NCc1ccccc1)c1cccc2c(-c3ccc(F)c(F)c3)coc12	25%
24	N#CC(=C1C=CC(=NO)C(Cl)=C1)c1ccccc1	-1%
25	COc1ccc(OC)c(NC(=O)C2(C)CCN2C(=O)Cc2ccc(Cl)cc2Cl)c1 (stereo not drawn)	-13%

# 2 compounds picked at random from those above, as already listed:
item	canonical_smiles	BRCA1 expr up
8	COc1ccc(-c2ccc(C(=O)NCc3ccccc3)c3occc23)c(C)c1	31%
13	C[C@H](CO)N1C[C@H](C)[C@@H](CN(C)C(=O)c2ccc3c(c2)OCO3)Oc2cc(/C=C/c3ccccc3)ccc2S1(=O)=O	-46%

# Other structures
item	canonical_smiles	BRCA1 expr up
26	Cc1ccc(S(=O)(=O)N2C[C@H]3N(C(=O)OC(C)C)N(C(=O)OC(C)C)C[C@H](OC(=O)NCc4ccccc4)[C@@]3(O)C2)cc1	-27%
27	C[C@H]1CN([C@@H](C)CO)C(=O)c2cc(Br)cnc2O[C@@H]1CN(C)S(C)(=O)=O	10%
28	CCc1nc2ccc(C(=O)NCc3ccc(OC)cc3)cn2c1N(CC)CCN(C)C	15%
29	O=C(/C=C/[C@H]1O[C@@H](n2ccc(=O)[nH]c2=O)[C@H](O)[C@@H]1O)NCc1cccnc1	12%
30	C=CCN(CC=C)Cc1cc(=O)oc2cc(OC)ccc12	11%
31	CC(C)CC1C(=O)N(Cc2cn(CCC3OCCCO3)nn2)CCS(=O)(=O)N1Cc1ccc(-c2ccc(Cl)c(Cl)c2)cc1 (stereo not drawn)	-72%
32	N#Cc1ccc(C(=O)Nc2cc(S(=O)(=O)N3CCOCC3)ccc2N2CCOCC2)cc1	-1%
33	Cc1cccc(C)c1NC(=O)CN1CCN(C(=O)CNC(=O)Cc2cccc3ccccc23)CC1	-15%
34	CCCCC[C@H]1CCCCC[C@H](O)C[C@@H](O)[C@H](O)/C=C/C(=O)O1	-14%
35	CCOC1=C2CN(S(=O)(=O)c3ccc(Cl)cc3)[C@H](c3ccccc3)C[C@@H]2N(S(=O)(=O)c2ccc(C)cc2)[C@H](c2ccccc2)C1	-1%
36	Cc1cccc2c(/C=C/c3ccc(N(C)C)cc3)ccnc12	0%
37	c1ccc(N=NN2CCOCC2)cc1	6%
38	CCc1nc2ccc(C(=O)NCc3cccs3)cn2c1N(CC)Cc1cccc(Br)c1	-14%
39	CC1(C(=O)NS(=O)(=O)C2CC2)CCCN(C(=O)c2cccs2)C1 (stereo not drawn)	-1%
40	CCCS(=O)(=O)NC(=O)C1(C)CCCN(C(=O)c2cccc(Cl)c2)C1 (stereo not drawn)	15%
41	O=C(NCC(=O)N1CCCCCCC1)c1ccc(Cl)c(Cl)c1	48%
42	Cc1ccccc1OCCC(=O)OCC(=O)Nc1ccc(C)c(S(=O)(=O)N2CCCCC2)c1	13%
43	NC(Cc1ccc(Cl)cc1)c1csc(NC(=O)NCC2CCCCC2)n1 (stereo not drawn)	-65%
44	CN1CCN(C2CN(Cc3cn(Cc4ccccc4)nn3)S(=O)(=O)C2)CC1 (stereo not drawn)	14%
45	Cc1cc(C)n2c(NCc3ccccc3)c(-c3cc4ccccc4o3)nc2n1	-15%
46	COc1ccc(NC(=O)C2Cc3c(-c4ccc(Cl)cc4)ccnc3O2)cc1 (stereo not drawn)	-23%
47	CCc1nc2ccc(C(=O)NCCOc3ccc(OC)cc3)cn2c1N(CC)CCOC	18%
48	COc1ccc(C(=O)N/N=C/c2ccccn2)cc1	u
49	Cc1ccnc(NC(=O)CCNC(=O)c2ccc(Br)cc2)c1	27%
50	CC(=O)c1cccc(NC(=O)C2Cc3c(-c4ccccc4)ccnc3O2)c1 (stereo not drawn)	9%

# Additional results follow:
item	canonical_smiles	BRCA1 expr up
51	CCCCCCCCN1C(=O)[C@H](CC(=O)NCCCC)C[C@@]2(C(=O)OC)CCCCC=C12	-19%
52	CC(C)C1C(=O)N(Cc2cn(CCC3OCCCO3)nn2)CCS(=O)(=O)N1Cc1ccc(-c2ccc(F)nc2)cc1 (stereo not drawn)	0%
53	S=C1SCCCN1Cc1ccc(Cl)cc1	-6%
54	O=C(Nc1cccc(Oc2ccccc2)c1)c1ccc(-n2cncn2)c2ccoc12	2%
55	CCOC(=O)CC(S(=O)(=O)c1ccccc1)S(=O)(=O)c1ccccc1	-91%[inhibitor]
56	O=C(c1cccc(Cl)c1Cl)N(Cc1ccco1)Cc1cccs1	-18%
57	O=C(NC(c1cccnc1)c1ccc2c(c1)OCO2)C1CCN(CCOc2ccc(Cl)cc2Cl)CC1 (stereo not drawn)	-4%
58	CN1OC[C@@H]2CN[C@H](c3cccc(Oc4ccccc4)c3)C[C@@H]21	17%
59	CCCN1CCC(C(=O)NC(c2ccc(F)cc2)c2ncccc2C)CC1 (stereo not drawn)	5%
60	CCc1nc2c(OCc3ccc(OC)cc3)cccn2c1N(C)C(=O)c1ccc(OC)cc1	0%
61	COc1cc(C=C2Cc3ccccc3C2=O)cc(OC)c1OC	-31%
62	CC(=O)Nc1cccc(-c2ccnc3c2CC(C)(C(=O)NCCC(F)(F)F)O3)c1 (stereo not drawn)	-47%
63	CC(=O)c1cccc(NC(=O)C2Cc3c(-c4ccccc4Oc4ccccc4)ccnc3O2)c1 (stereo not drawn)	-29%
64	Cc1ccc(NC(=O)COC(=O)c2ccccc2OCC(=O)Nc2ccc(Br)cc2)c(Br)c1	9%
65	COc1ccc(C2Nc3ccc(NC(C)=O)cc3C(=O)N2Cc2cccc(Cl)c2)cc1COc1ccc(NC(C)=O)cc1 (stereo not drawn)	0%
66	COC(=O)[C@H]1C[C@@]2(O)CN(S(=O)(=O)c3ccc(C)cc3)C[C@@]2(OC(=O)NCc2ccccc2)C[C@H]1C(=O)OC	2%
67	COc1ccc(CC(N)c2csc(Nc3cccc(OC)n3)n2)cc1 (stereo not drawn)	0%
68	COc1cc(Cn2c3ccc(NC(=O)CC(C)C(F)(F)F)cc3c(=O)n2C)ccc1F (stereo not drawn)	-28%
69	Cc1ccccc1NC(=O)c1ccccc1OCC(=O)Nc1ccc(Br)cc1	-41%
70	COc1ccc2[nH]c(C)c(C(=O)CNc3nccs3)c2c1	-31%
71	C=CCN(CC=C)Cc1cc(=O)oc2cc(C)c(Cl)cc12	-5%
72	COc1ccc(NC(=O)c2cccc(S(=O)(=O)N3CCc4ccccc43)c2)c(OC)c1	0%
73	NC(COCc1ccccc1)c1csc(Nc2ccccn2)n1 (stereo not drawn)	8%
74	CCc1nnc(NS(=O)(=O)c2ccc(NC(=O)c3ccc([N+](=O)[O-])s3)cc2)s1	-42%
75	COc1cc(-c2cnc3c(NC=O)cc(-c4cccnc4)cn23)cc(OC)c1OC	-59%

# Remaining list, next part
item	canonical_smiles	BRCA1 expr up
76	Cc1cccc(C(O)c2ncc(-c3ccccc3Cl)[nH]2)c1C (stereo not drawn)	1%
77	Clc1ccc(-c2cn(-c3nc4ccccc4s3)nn2)cc1	0%
78	O=C(CN(CCO)Cc1ccccc1)N1CCN(S(=O)(=O)c2ccccc2)CC1	-8%
79	COC(=O)c1cccc(CN2C(=O)C(C)Sc3ccc(C(C)=O)cc32)c1 (stereo not drawn)	83%
80	CCCN(CCC)Cc1cc(=O)oc2cc(OC)c(Cl)cc12	-4%
81	COc1cc2cc(C(=O)NCCc3c[nH]c4ccccc34)c(N)nc2cc1OC	-33%
82	Cc1ccc(S(=O)(=O)N(C)CCN(C)c2nc(-c3cccs3)nc3ccccc23)cc1	10%
83	CCCCC[C@H](C)N1C[C@H](COCc2ccccc2)Oc2cc(N3CCC[C@H]3C(N)=O)ccc2S1(=O)=O	-19%
84	CC1CCN(S(=O)(=O)c2ccc3c(c2)C(Cl)(Cl)C(=O)N3)CC1	-16%
85	CC(C)CC1C(=O)N(Cc2cn(Cc3ccco3)nn2)CCS(=O)(=O)N1Cc1ccc(-c2ccc(F)cc2)cc1 (stereo not drawn)	-63%
86	CC(=O)Nc1cccc(-c2ccnc3c2CC(C(=O)NC(C)C)O3)c1 (stereo not drawn)	25%
87	CC1(C(=O)NS(=O)(=O)c2ccc(F)cc2F)CCN1C(=O)C1(c2ccc(Cl)cc2)CCC1 (stereo not drawn)	-19%
88	O=[N+]([O-])c1ccccc1/C=C1\C=Cc2ccccc21	18%
89	COc1ccccc1CNc1nc(Nc2ccccc2OC)c2sccc2n1	0%
90	COc1cc2c(cc1OC)C(c1c(Cl)cccc1Cl)=NCC2	0%
91	Cc1ccc(OCCC(=O)OCC(=O)NC2CCCCC2)cc1	2%
92	O=[N+]([O-])c1ccc(/C=C/c2ccnc3ccccc23)c([N+](=O)[O-])c1	-25%
93	Cc1cnc2c(C)ccc(C)c2c1/C=C/c1ccc(N(C)C)cc1	-36%
94	CC1(C(=O)NS(=O)(=O)c2ccccc2)CCN1C(=O)c1ccc(C2CCCCC2)cc1 (stereo not drawn)	0%
95	COCCNC(=O)c1ccc(N2CC3CC(C2)c2cccc(=O)n2C3)c(NC(=O)c2ccccc2Cl)c1 (stereo not drawn)	0%
96	CC1(C)N=C(N)NC(=NCCCOc2ccc([N+](=O)[O-])cc2)N1	17%
97	COc1cccc(CNS(=O)(=O)c2cc(Br)ccc2Br)c1	-3%
98	NS(=O)(=O)c1ccc(N2N=C(c3ccccc3)CC2c2ccc(Br)cc2)cc1 (stereo not drawn)	-67%
99	Cc1ccc(Cn2cc(CN3CC(N4CCN(C)CC4)CS3(=O)=O)nn2)cc1 (stereo not drawn)	2%
100	Nc1nc2cc3c(cc2cc1C(=O)NCc1ccc(F)cc1)OCO3	-34%

# Among those listed so far, these have bromine:
item	canonical_smiles	BRCA1 expr up
27	C[C@H]1CN([C@@H](C)CO)C(=O)c2cc(Br)cnc2O[C@@H]1CN(C)S(C)(=O)=O	10%
38	CCc1nc2ccc(C(=O)NCc3cccs3)cn2c1N(CC)Cc1cccc(Br)c1	-14%
49	Cc1ccnc(NC(=O)CCNC(=O)c2ccc(Br)cc2)c1	27%
64	Cc1ccc(NC(=O)COC(=O)c2ccccc2OCC(=O)Nc2ccc(Br)cc2)c(Br)c1	9%
69	Cc1ccccc1NC(=O)c1ccccc1OCC(=O)Nc1ccc(Br)cc1	-41%
97	COc1cccc(CNS(=O)(=O)c2cc(Br)ccc2Br)c1	-3%
98	NS(=O)(=O)c1ccc(N2N=C(c3ccccc3)CC2c2ccc(Br)cc2)cc1 (stereo not drawn)	-67%

# Going on with the list.
item	canonical_smiles	BRCA1 expr up
101	CCc1nc2nc(C)cc(C)n2c1Nc1ccc(OC)cc1	-8%
102	CC(=O)C1=C(O)C(=Cc2ccccc2)OC1=O	0%
103	COc1ccc(S(=O)(=O)N(C)C[C@H]2OCCCC[C@@H](C)Oc3ccc(N(C)C)cc3C(=O)N([C@H](C)CO)C[C@@H]2C)cc1	-5%
104	CC1=C(C(=O)N2CCCCCC2)CC(CC(=O)NC(c2ccccc2)c2ccccc2)C(=O)N1Cc1ccccc1 (stereo not drawn)	-16%
105	O=S(=O)(c1ccc(F)cc1)N1CCN(c2nc(-c3cccc(Br)c3)nc3ccccc23)CC1	3%
106	CCCCC(=O)N(C)c1c(C)nc2ccc(C(=O)Nc3cccc(OC)c3)cn12	19%
107	C[C@H](NC(=O)c1ncn2c1C(=O)N[C@@H](C)C2)c1ccccc1	11%
108	CCCCN1CC(N2CCN(Cc3cccc(C)c3)CC2)CS1(=O)=O (stereo not drawn)	-6%
109	COc1ccc(NC(=O)C2CC(=O)N(c3ccc(C)cc3)C2)cc1S(=O)(=O)N1CCCCC1 (stereo not drawn)	1%
110	CC1(C(=O)NS(=O)(=O)c2ccc(F)cc2F)CCN1C(=O)c1ccc(C2CCCCC2)cc1 (stereo not drawn)	-6%

# High-throughput results deposited in PubChem by National Center for Advancing Translational Sciences (NCATS).

# Not all compounds are listed; count on the stated rates, not on these rows.
